Source: PubChem BioAssay
PPC-1+TRAIL kill: compounds killing PPC-1 cancer cells with TRAIL present (potentiator screen, no TRAIL-free arm). cell killing (% activity), % at 4 µM. AID 1443. hit rate 0.41% among 220,000. PPC-1 cells + TRAIL, ATPLite viability luminescence;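 active = cell killing above 50% in the first pass at 4 µM, then a duplicate retest at 5 µM averaging 50% or more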;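 note: plate controls were cells with TRAIL plus DMSO for no effect and medium-only wells lacking cells for full effect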
Furin inh: inhibitors of human furin | purified furin, fluorogenic substrate cleavage | inhibition, % at 30 µM | hit rate 0.061% among 220,000 | AID 463115; in the data active = inhibition above about 25%; note: inactives centre near -15
PGE2 EP2 inh: blocks the human prostaglandin E2 receptor EP2. P43116. C6 glioma cells expressing human EP2, cAMP TR-FRET; cells stimulated with saturating PGE2. inhibition, % at 25 µM. hit rate 0.52% among 260,000. AID 1422;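 active = percent inhibition above 40 after rounding to a whole number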;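 note: rat C6 glioma host cells with rolipram phosphodiesterase inhibitor present; the protocol text gives 20 µM as final concentration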
Ba/F3 V617F tox: lowers viability of Ba/F3 cells expressing EpoR and JAK2V617F. ATP luminescence. inhibition, % at 5.6 µM. hit rate 1.1% among 220,000. AID 1446;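 active = inhibition above the campaign mean plus 3 SD over all tested compounds, cut at about 24% in these data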;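 note: cytokine-independent growth of Ba/F3 cells driven by EpoR plus mutant JAK2; 0% = DMSO-treated cells and 100% = JAK inhibitor I control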
NCF1 inh: blocks human p47phox regulatory protein of NADPH oxidases. P14598. p47phox/p22phox peptide binding, fluorescence polarization, 2 h. inhibition, % at 24.7 µM. hit rate 0.53% among 220,000;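 active = inhibition above about 30%, limit read from the data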;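 note: 0% = p47phox with labelled peptide and 100% = labelled peptide alone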
RBBP9 inh: human RBBP9 hydrolase inhibition; AID 1515; O75884; inhibition, % at 7.94 µM; recombinant RBBP9, FP-Rh probe fluorescence polarization; hit rate 0.2% among 220,000;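 active = inhibition above the campaign mean of all tested compounds plus 3 SD, cut at about 14% in these data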;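 note: plate controls were DMSO wells with RBBP9 for no effect and wells lacking RBBP9 protein for full effect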
Target sequence (O75884 whole entry, looked up): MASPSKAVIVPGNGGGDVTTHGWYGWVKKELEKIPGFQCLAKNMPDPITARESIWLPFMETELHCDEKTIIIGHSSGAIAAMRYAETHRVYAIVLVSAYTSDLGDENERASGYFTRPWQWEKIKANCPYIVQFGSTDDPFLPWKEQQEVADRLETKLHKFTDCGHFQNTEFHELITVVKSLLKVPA
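Measured by – fluorescence polarization · Test system – RBBP9 protein · Input – 2.5 µM RBBP9 dispensing solution, before mixing · Measure – percent inhibition from mP, scaled between DMSO and no-protein wells · Benchmarks – DMSO-treated enzyme wells and wells lacking RBBP9 · Times – preincubation 30 min plus labeling 45 min at 25 °C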
BaF3 parental: counter-screen for JAK2V617F inhibitors: parental Ba/F3 viability inhibitors; hit rate 1.1% among 220,000; inhibition, % at 5.6 µM; CellTiter-Glo ATP luminescence; AID 1486;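 active = inhibition above a per-campaign cutoff, the mean inhibition of all tested compounds plus 3 SD, cut at about 27% in these data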;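 note: 0% = DMSO wells and 100% = JAK Inhibitor I control wells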
p97 ATPase inh: inhibitors of human p97 ATPase. P55072. recombinant p97 ATPase, Kinase-Glo ATP luminescence, 3 h. inhibition, % at 8 µM. hit rate 0.42% among 220,000; in the data active = inhibition above about 15%;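 note: 0% = DMSO vehicle and 100% = wells lacking enzyme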
Target sequence (P55072 whole entry, looked up): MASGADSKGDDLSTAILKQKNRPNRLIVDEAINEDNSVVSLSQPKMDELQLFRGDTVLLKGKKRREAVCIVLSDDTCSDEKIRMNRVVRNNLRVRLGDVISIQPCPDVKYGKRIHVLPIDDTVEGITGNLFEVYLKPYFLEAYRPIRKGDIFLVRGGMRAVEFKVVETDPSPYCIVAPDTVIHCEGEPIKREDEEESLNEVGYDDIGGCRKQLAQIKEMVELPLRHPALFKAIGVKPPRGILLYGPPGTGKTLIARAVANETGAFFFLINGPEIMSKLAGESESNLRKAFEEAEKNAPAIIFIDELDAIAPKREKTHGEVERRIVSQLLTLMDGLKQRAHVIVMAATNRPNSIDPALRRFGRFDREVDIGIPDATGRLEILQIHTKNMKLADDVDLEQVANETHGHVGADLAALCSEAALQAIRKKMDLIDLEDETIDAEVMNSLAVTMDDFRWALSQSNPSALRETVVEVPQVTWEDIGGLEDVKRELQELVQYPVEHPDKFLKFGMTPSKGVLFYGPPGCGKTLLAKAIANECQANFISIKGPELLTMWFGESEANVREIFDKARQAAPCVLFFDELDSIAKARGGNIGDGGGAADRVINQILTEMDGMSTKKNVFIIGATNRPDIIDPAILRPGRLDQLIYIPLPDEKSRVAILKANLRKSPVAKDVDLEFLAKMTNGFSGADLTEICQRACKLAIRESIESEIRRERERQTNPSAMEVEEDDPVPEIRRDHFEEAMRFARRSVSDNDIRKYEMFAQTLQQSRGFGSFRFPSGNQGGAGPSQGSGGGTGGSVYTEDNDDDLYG
TbHK1 inh: T. brucei hexokinase 1 inhibition. recombinant TbHK1, G6PDH-coupled NADH A340. inhibition, % at 10 µM. hit rate 0.11% among 220,000;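 active = inhibition of 50% or more in the single-dose primary screen; inactive = inhibition below 50%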
* = called active by the depositor; . = no result given; & = joins results of further samples; [ ] = another dose, or the depositor's remark.

#1 O=C(C1CCN(S(=O)(=O)c2cccc3nsnc23)CC1)N1CCn2c1nc1ccccc12
#2 O=C(NC1CCS(=O)(=O)C1)/C(=C\c1ccccc1)NC(=O)c1ccccc1 (stereo unspecified)
#3 Cc1onc(-c2ccccc2Cl)c1C(=O)Nc1ccccc1C(=O)NC(C)C
#4 Cc1cc(C(=O)N/N=C/c2ccc(-c3cccc(Cl)c3)o2)n[nH]1
#5 CCCCN(CCCC)S(=O)(=O)c1ccc2[nH]c(=O)[nH]c2c1
#6 COc1ccc(OC(C)C(=O)NCCC2=CCCCC2)cc1 (stereo unspecified)
#7 O=C(CCNc1n[nH]c(=O)[nH]c1=O)N/N=C/c1ccccc1Br
#8 Cc1nc2c(C(=O)N3CCOCC3)cnn2c(C)c1Cc1ccc(Cl)cc1

Compound	1	2	3	4	5	6	7	8
Furin inh	-6	-11	-23	-12	-4[20 µM]	-12	-20	-23
Ba/F3 V617F tox	3	-2	-1	-4	2	6	1	0
p97 ATPase inh	-1	3	-1	10	-1	-2	9	0
TbHK1 inh	2	2	4	-43	1	-1	-1	-11
PPC-1+TRAIL kill	5	14	0	-3	-12	29	-11	8
NCF1 inh	-12	4	-10	-12	-1	1	-5	-3
RBBP9 inh	-4	-10	-3	-13	-1	3	-2	-2
PGE2 EP2 inh	.	6	8	14	4	11	3	9
BaF3 parental	9	-2	0	-1	5	7	12	7

#9 Cc1ccc(CN2CCNC(=O)C2CC(=O)N(C)CCc2ccccc2)cc1 (stereo unspecified)
#10 O=C(NC(=S)NC1C2CC3CC(C2)CC1C3)C12CC3CC(CC(C3)C1)C2 (stereo unspecified)
#11 COc1cccc(C(=O)N/N=C(\CC(C)C)c2ccccc2)c1
#12 CC(=O)NCC(=O)OCC(=O)c1ccc2ccccc2c1
#13 Cc1nnc(SCC(=O)N2c3ccccc3CC2C)[nH]c1=O (stereo unspecified)
#14 CC(C)(C)C1CC=C2C(C#N)=C(N)C(C#N)(C#N)C(c3cccs3)C2C1 (stereo unspecified)
#15 CCOc1ccc2[nH]c(=O)c(CN(Cc3ccco3)C(CC)c3nnnn3Cc3ccccc3)cc2c1 (stereo unspecified)
#16 COc1ccc2[nH]c(=O)c(CN(C(=O)c3cccnc3)c3ccc(C)c(C)c3)cc2c1

Compound	9	10	11	12	13	14	15	16
Furin inh	-12	-14	-15	-20[20 µM]	-17	-7[20 µM]	-15	-3
Ba/F3 V617F tox	0	5	0	-2	-4	0	-2	0
p97 ATPase inh	1	-10	-1	1	2	-2	5	4
TbHK1 inh	-11	-6	2	-8	6	-10	-1	-16
PPC-1+TRAIL kill	13	32	-2	2	35	-3	2	1
NCF1 inh	3	-6	-16	-9	-5	.	-27	-21
RBBP9 inh	-11	-9	-3	5	-1	-2	-3	-8
PGE2 EP2 inh	7	6	7	8	7	12	24	8
BaF3 parental	0	9	5	7	1	3	-3	0

#17 COc1cc(CC(=O)Oc2ccc3c(c2)OCO3)cc(OC)c1OC
#18 CCCOC(=O)c1ccc(-c2ccc(C=O)o2)cc1
#19 COc1ccc(CCNC(=O)Cn2cc(C(F)(F)F)cc(Cl)c2=O)cc1OC
#20 COc1ccc(-c2cc(C(=O)Nc3ccccc3)on2)cc1
#21 CCN(CC)c1ccc(C=C2C(=O)OC3(CCCCC3)OC2=O)cc1
#22 O=C(OCC(=O)N1CCc2ccccc21)c1c2c(nc3ccccc13)CCCCC2
#23 O=C(CSc1nc(-c2ccc(F)cc2)cc(C(F)(F)F)n1)NCc1cccs1
#24 COc1ccc(N2CCN(Cc3nc4ccccc4c(=O)[nH]3)CC2)cc1

Compound	17	18	19	20	21	22	23	24
Furin inh	7[20 µM]	-3	-21	-12	-11	-16	-12	-18[20 µM]
Ba/F3 V617F tox	-3	-1	-2	-3	1	2	1	-5
p97 ATPase inh	4	1	1	3	2	6	-3	4
TbHK1 inh	0	-28	1	-3	-3	-13	-10	1
PPC-1+TRAIL kill	11	50*	13	-16	28	25	-14	0
NCF1 inh	10	-16	1	-12	-75	5	-1	-26
RBBP9 inh	-8	0	2	3	-16	-7	-7	-11
PGE2 EP2 inh	7	11	10	12	8	4	1	14
BaF3 parental	-1	0	-1	-3	4	5	8	3

#25 O=C1CS/C(=N/N=C/c2ccncc2)N1
#26 COc1ccccc1OCc1nnc(SCCN2CCOCC2)o1
#27 CCOCC(=O)N1CCN(c2ccccc2OC)CC1
#28 CSc1ccc(-c2nnn(Cc3ccc(C)cc3)n2)cc1
#29 COc1ccc(/C=N/NC(=O)c2cccnc2)cc1CSc1nc2ccccc2s1
#30 COC(=O)c1ccc(OC)cc1OCC(=O)N1CCN(c2ccc(F)cc2)CC1
#31 COC(=O)c1ccc(NC(=O)CCS(=O)(=O)c2ccc(Br)cc2)cc1
#32 O=C(Nc1cnn(Cc2ccc(F)cc2)c1)c1cc(-c2ccco2)on1

Compound	25	26	27	28	29	30	31	32
Furin inh	2	-19	-29	-17[20 µM]	-18	-6[20 µM]	-16	-28
Ba/F3 V617F tox	-2	3	3	1	5	-1	3	1
p97 ATPase inh	7	4	-3	-4	3	-3	-1	-1
TbHK1 inh	-76	1	1	-7	-10	-2	8	-3
PPC-1+TRAIL kill	-4	-1	2	22	12	7	17	-14
NCF1 inh	4	-2	-8	-8	-43	-4	-12	-24
RBBP9 inh	-1	-2	-2	-7	-50	0	-6	-7
PGE2 EP2 inh	9	6	3	20	12	6	5	6
BaF3 parental	1	6	10	7	8	3	9	2

Quoted from the listing.
Ba/F3 V617F tox result of CCOCC(=O)N1CCN(c2ccccc2OC)CC1 = 3
Ba/F3 V617F tox result of O=C(Nc1cnn(Cc2ccc(F)cc2)c1)c1cc(-c2ccco2)on1 = 1
Furin inh result of O=C1CS/C(=N/N=C/c2ccncc2)N1 = 2
Ba/F3 V617F tox result of COC(=O)c1ccc(NC(=O)CCS(=O)(=O)c2ccc(Br)cc2)cc1 = 3
NCF1 inh result of COC(=O)c1ccc(OC)cc1OCC(=O)N1CCN(c2ccc(F)cc2)CC1 = -4

More compounds:
#33 CCC(CC)C(=O)N1CCCC(c2nc(-c3cccs3)no2)C1 (stereo unspecified)
#34 O=C(OCC(=O)N1CCc2ccccc2C1)c1ccc(N2CCOCC2)c([N+](=O)[O-])c1
#35 COc1ccc2oc(=O)c(C(=O)N3CCCc4ccccc43)cc2c1
#36 O=C(N/N=C1\C/C(=N\NC(=O)c2ccncc2)c2ccccc21)c1ccncc1
#37 CCN(CC)S(=O)(=O)c1ccc(N2CCOCC2)c(NC(=O)COc2ccccc2)c1
#38 CCOc1ccccc1NC(=O)N1CCCC1C(=O)Nc1ccc(-n2cnnn2)c(C)c1 (stereo unspecified)
#39 Cc1ccc(NC(=O)C(=O)NN)cc1
#40 O=C(CC1SC(=O)N(c2ccccc2)C1=O)Nc1ccccc1 (stereo unspecified)

Compound	33	34	35	36	37	38	39	40
Furin inh	-1[20 µM]	-11	-9[20 µM]	-9	-11	-13	-35	-28
Ba/F3 V617F tox	4	2	0	-2	-1	0	-3	1
p97 ATPase inh	-3	0	0	4	0	1	4	2
TbHK1 inh	0	-9	-18	-13	-3	2	-2	1
PPC-1+TRAIL kill	30	2	28	-12	-1	36	-16	3
NCF1 inh	-7	-6	-8	-3	-12	-2	-13	-6
RBBP9 inh	-4	-4	-3	-1	-5	-8	-5	-4
PGE2 EP2 inh	12	6	12&11	3	6	9&8	10	-1
BaF3 parental	5	7	1	5	2	6	-1	11

#41 O=C1CC(c2ccccc2)CC(=O)N1c1ccccc1
#42 COc1ccccc1/C=N/OC(=O)c1ccc(C)cc1
#43 CCC1CCCCN1C(=O)CSc1nc2ccsc2c(=O)n1Cc1ccccc1 (stereo unspecified)
#44 COc1cc(-c2[nH]ncc2CN2CCN(c3cccc(C)n3)CC2)cc(OC)c1OC
#45 CCOC(=O)Nc1nnc(-c2ccc(OC)cc2)s1
#46 C1CC(CN2CCOCC2)CN(c2nc3nonc3nc2N2CCSCC2)C1 (stereo unspecified)
#47 CCOC(=O)C1C(C#N)=C(N)OC(C)=C1c1ccncc1 (stereo unspecified)
#48 Cc1ccc(SCC(=O)Nc2ccc(-c3nnc(-c4ccco4)o3)cc2)cc1

Compound	41	42	43	44	45	46	47	48
Furin inh	-10	-27	0[20 µM]	-22	-16[20 µM]	-1	-18	-24[20 µM]
Ba/F3 V617F tox	-5	2	-4	-2	-2	0	-4	-2
p97 ATPase inh	7	4	-4	0	-2	0	3	-1
TbHK1 inh	-2	-3	0	-17	-14	-12	-2	-3
PPC-1+TRAIL kill	13	7	6	8	6	5	-11	10
NCF1 inh	-9	-5	3	1	-13	3	-2	-20
RBBP9 inh	-7	2	-3	-1	-4	-3	-6	-5
PGE2 EP2 inh	14	5	6	8	-5	5	12	10
BaF3 parental	-2	2	6	0	7	1	-2	5

#49 CC(C)c1ccc2c(c1)C1Cc3ccccc3C1N2 (stereo unspecified)
#50 C=C1C(C(=O)Nc2ccccc2)C1C(=O)Nc1ccccc1 (stereo unspecified)
#51 COc1ccc(CCNC(=O)CC(NC(=O)c2ccccc2Cl)c2ccccc2)cc1 (stereo unspecified)
#52 CCCc1nc(-c2cc3ccccc3[nH]c2=O)no1

Compound	49	50	51	52
Furin inh	-32	-29	-3	-7
Ba/F3 V617F tox	0	-2	-6	-5
p97 ATPase inh	2	7	2	7
TbHK1 inh	0	-4	30	-27
PPC-1+TRAIL kill	5	0	-4	9
NCF1 inh	-25	-2	-9	-1
RBBP9 inh	-10	-1	-1	3
PGE2 EP2 inh	1	4	12	7
BaF3 parental	11	0	1	6

Molecules from the list above containing a cyano group, in the order listed:
#14 CC(C)(C)C1CC=C2C(C#N)=C(N)C(C#N)(C#N)C(c3cccs3)C2C1 (stereo unspecified)
#47 CCOC(=O)C1C(C#N)=C(N)OC(C)=C1c1ccncc1 (stereo unspecified)

Compound	14	47
Furin inh	-7[20 µM]	-18
Ba/F3 V617F tox	0	-4
p97 ATPase inh	-2	3
TbHK1 inh	-10	-2
PPC-1+TRAIL kill	-3	-11
NCF1 inh	.	-2
RBBP9 inh	-2	-6
PGE2 EP2 inh	12	12
BaF3 parental	3	-2

Not all compounds are listed; the hit share may differ from the screen's.
